Compound activity deposited in PubChem BioAssay by several laboratories.
VLA-4 inh = inhibition in a human VLA-4 binding assay. actives 0.2% (n = 330,000). P13612. VLA-4 expressing cells, ligand binding flow cytometry. inhibition, % (about 7 µM as worked out from the volumes in the protocol). AID 2557; in the data active = inhibition above about 50%
PP1 counter = blocks human PP1-alpha phosphatase, a PP5 counter-screen. P62136. purified PP1alpha, OMFP fluorescence. inhibition, % at 6.7 µM. actives 0.9% (n = 320,000). AID 2235;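 active = inhibition above the mean inhibition of all tested compounds plus 3 SD, computed separately for each screening campaign, cut at about 15% in these data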
GRK2 inh = inhibitors of human GRK2 displacing RNA aptamer. inhibition of aptamer binding, % at 10 µM. actives 0.59% (n = 330,000). P25098. bead flow cytometry, FAM-aptamer displacement from GRK2;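 active = inhibition of aptamer binding above 40%, roughly 3 SD of noise, on plates passing a quality check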;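 also: median bead fluorescence of bound FAM aptamer so fluorescent compounds give negative values; no value below 0 was filed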
PP5 inh = PP5 (human) phosphatase inhibition; actives 0.18% (n = 320,000); AID 1987; purified PP5c, OMFP substrate fluorescence; inhibition, % at 6.7 µM;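 active = inhibition above the campaign's mean inhibition across all tested compounds plus 3 SD, cut at about 9.5% in these data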;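 also: 0% = DMSO only and 100% = 100 µM cantharidin control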
procasp3 activ = procaspase-3 (human) activation; recombinant procaspase-3 D3A, Ac-DEVD-pNA absorbance 405 nm; actives 0.11% (n = 330,000); activation, % at 8.5 µM; P42574;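 active = activation above the mean of all tested compounds plus 3 SD, cut at about 21% in these data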;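 also: 0% = DMSO alone and 100% = DMSO wells spiked with extra 5 µM PC-3 D3A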
Target sequence (P42574 whole entry D9A/D28A/D175A): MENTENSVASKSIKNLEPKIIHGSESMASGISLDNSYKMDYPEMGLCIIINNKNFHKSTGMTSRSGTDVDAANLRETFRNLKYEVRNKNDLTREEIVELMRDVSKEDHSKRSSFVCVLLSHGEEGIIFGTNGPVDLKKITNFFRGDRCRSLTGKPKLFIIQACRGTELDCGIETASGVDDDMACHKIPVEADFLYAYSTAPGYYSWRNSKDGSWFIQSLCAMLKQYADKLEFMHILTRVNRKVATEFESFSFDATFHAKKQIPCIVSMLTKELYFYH
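Assay system – Procaspase-3 D3A mutant · Benchmarks – DMSO low control, extra-enzyme high control · Technique – 405 nm absorbance of p-nitroaniline, reads at 0 and 120 min · Doses – 8.5 µM nominal · Measure – % activation between DMSO and enzyme-spiked controls · Also added – Ac-DEVD-pNA chromogenic peptide substrate · Schedule – 1 h compound preincubation, 2 h substrate hydrolysis at 25 °C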
CTSL1 counter = cathepsin L1 inhibition, PFM18AAP counter-screen | inhibition, % at 5.96 µM | recombinant F. hepatica cathepsin L1, Z-Leu-Arg-MCA fluorescence | AID 1906 | actives 0.49% (n = 300,000);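 active = inhibition above the mean of all tested compounds plus 3 SD, set per screening campaign, cut at about 17% in these data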;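 also: 0% = plate median of test compound wells and 100% = 1 µM Z-Phe-Ala-diazomethylketone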
GASC-1 inh = blocks human GASC-1 demethylase activity. inhibition, % at 2.35 µM. Q9H3R0. AID 2099. actives 0.069% (n = 330,000). GST-JMJD2C(1-420) H3K9me3 demethylation, DELFIA europium;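 active = more than half of a compound's replicate wells show inhibition beyond 50%, single wells judged on their own value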;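 also: signal counts dimethyl H3K9 product captured on neutravidin plate; 0% = median of DMSO wells and 100% = 0.3 times that DMSO median; strong numbers were not always called active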
Target sequence (Q9H3R0 1-420 limits assumed): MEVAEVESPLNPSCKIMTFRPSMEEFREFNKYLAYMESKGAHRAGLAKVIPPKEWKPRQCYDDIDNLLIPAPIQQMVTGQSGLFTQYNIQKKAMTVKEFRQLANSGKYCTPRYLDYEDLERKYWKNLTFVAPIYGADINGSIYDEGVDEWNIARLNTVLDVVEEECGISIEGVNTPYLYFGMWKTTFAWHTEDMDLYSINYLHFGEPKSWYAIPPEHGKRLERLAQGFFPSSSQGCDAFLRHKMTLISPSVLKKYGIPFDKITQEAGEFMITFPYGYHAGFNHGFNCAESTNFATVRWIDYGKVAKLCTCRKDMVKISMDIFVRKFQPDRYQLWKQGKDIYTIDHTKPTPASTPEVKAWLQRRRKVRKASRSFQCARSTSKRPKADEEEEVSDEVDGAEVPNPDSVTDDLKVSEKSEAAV
core dimer inh = HCV core protein dimerization inhibition | inhibition, % at 5 µM | TR-FRET GST/Flag-core106 dimerization, 1536-well | actives 0.33% (n = 300,000);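 active = inhibition above the mean of all tested compounds plus 3 SD, set per screening campaign, cut at about 45% in these data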
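Assay system: Tagged HCV core106 pair (GST and Flag) | Buffer or medium: KF-containing HEPES buffer, pH 7.45, DTT, CHAPS, BSA | Also added: Eu donor and XL665 acceptor anti-tag antibodies | Dosing: One concentration, 5 µM, in 0.5% DMSO | Timing: 4 h at 22.5 °C | Technique: TR-FRET 671 and 617 nm emission | Repeats: Singlicate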
procasp7 counter = counter-screen for procaspase-3 activators: activators of human procaspase-7 | P55210 | recombinant procaspase-7, Ac-DEVD-pNA absorbance 405 nm; D23A/D198A/D206A triple mutant, cannot self-cleave; scale: DMSO 0, 5 µM enzyme 100 | activation, % at 8.5 µM | actives 0.093% (n = 330,000);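 active = percent activation above the screen-wide mean plus 3 SD, cut at about 25% in these data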
Target sequence (P55210 whole entry D23A/D198A/D206A): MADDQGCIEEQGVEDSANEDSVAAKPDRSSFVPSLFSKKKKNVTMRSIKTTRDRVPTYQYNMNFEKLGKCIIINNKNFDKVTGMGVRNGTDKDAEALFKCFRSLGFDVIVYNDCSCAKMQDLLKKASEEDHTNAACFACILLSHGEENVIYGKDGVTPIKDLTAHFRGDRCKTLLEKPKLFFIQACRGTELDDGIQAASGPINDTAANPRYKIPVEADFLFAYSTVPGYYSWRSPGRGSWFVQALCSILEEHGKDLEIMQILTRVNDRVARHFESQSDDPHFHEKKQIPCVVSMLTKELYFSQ
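Assay system: Uncleavable procaspase-7 mutant enzyme | Input: 2 µM procaspase-7 mutant as dispensed | Timing: 1 h compound preincubation, 2 h substrate cleavage, 25 °C | Repeats: One well per compound | Control set: DMSO wells as 0%, DMSO with 5 µM added PC-7 as 100% | Technique: Epi-absorbance of released pNA at 405 nm, two timepoints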
An asterisk follows results filed as active; . = not tested or not shown.

1	Cn1c(C(=O)N2CCCC(C(=O)N3CCN(C(=O)c4ccco4)CC3)C2)cc2sccc21 (stereo not given)
2	CCN(c1ccccc1)S(=O)(=O)c1ccc(C(=O)N(CCCN(C)C)c2nc3cc4c(cc3s2)OCO4)cc1
3	Cc1cc(C)nc(N(C#N)Cc2ccc(Cl)cc2)n1
4	O=C(c1ccc2ccccc2c1)N1CCN(c2ccccc2)CC1
5	Cc1ccccc1OCCC(=O)OCC(=O)N1c2ccccc2NC(=O)C1(C)C
6	CNc1ncc(C(=O)c2ccc(F)cc2)s1
Compound	1	2	3	4	5	6
VLA-4 inh	-16	5	-5	10	35	-3
PP1 counter	-2	4	-1	-1	-8	2
GRK2 inh	7	0	0	6	4	0
PP5 inh	3.5	1.4	0.1	0.5	-0.1	-2.7
procasp3 activ	5	-3	-2	-5	0	0
CTSL1 counter	1	-8	-1	0	-15	2
GASC-1 inh	2	-9	-23	.	1	-14
core dimer inh	1	1	-2	5	7	0
procasp7 counter	-3	5	6	4	2	-5

7	CCOc1ccc(C(C(=O)NC(C)(C)C)N(CCOC)C(=O)CCC(=O)Nc2ccccn2)cc1 (stereo not given)
8	CCCN(CC(=O)Nc1ccccc1OC)C(=O)Cn1[nH]c(=O)c2ccccc2c1=O
9	Cc1c(C(=O)C(=O)N2CCN(Cc3ccc4c(c3)OCO4)CC2)c2ccccc2n1C
10	COc1ccc(C(=O)NC(=O)Nc2ncccc2C)cc1
11	N=c1n(Cc2ccc(Cl)cc2)c2ccccc2n1CC(O)c1ccco1 (stereo not given)
12	O=C(NCc1ccncc1)c1ccccc1Nc1ccc(SC(F)F)cc1
Compound	7	8	9	10	11	12
VLA-4 inh	-2	-8	-2	0	3	-2
PP1 counter	-2	-1	-1	-4	22*	2
GRK2 inh	0	5	1	2	0	0
PP5 inh	-1.8	-0.2	-0.4	1.2	3.1	3.2
procasp3 activ	4	7	-3	2	-6	3
CTSL1 counter	-2	.	0	-3	-1	1
GASC-1 inh	10	4	16	-5	-116	-1
core dimer inh	7	.	-1	-2	-7	2
procasp7 counter	-3	2	15	10	-4	6

13	O=C(N/N=C/c1cccs1)[C@H]1C[C@@H]1c1ccccc1
14	O=C(CSc1nc2c(sc3ccccc32)c(=O)n1CCCN1CCOCC1)NCC1CCCO1 (stereo not given)
15	O=S(=O)(NCC1CCCO1)c1cc(Cl)ccc1Br (stereo not given)
16	CC(C)(C)C(=O)[C@@H]1[C@@H]2C(=O)N(C3CCCCC3)C(=O)[C@@H]2[C@H]2c3ccccc3C=CN12
17	O=C1C(Cl)=C(N2CCCCC2)C(=O)N1c1ccccc1
18	Cc1ccc(S(=O)(=O)N2CCC(C(=O)OC(C)C(=O)NC3CCCCC3C)CC2)cc1C (stereo not given)
Compound	13	14	15	16	17	18
VLA-4 inh	10	9	13	-6	4	-3
PP1 counter	-2	-2	-4	-1	-2	-1
GRK2 inh	1	2	0	1	3	5
PP5 inh	1.5	1.1	0.5	5.4	0.8	-0.2
procasp3 activ	-9	2	1	-10	-18	-1
CTSL1 counter	-4	-7	-3	3	54*	.
GASC-1 inh	19	3	2	10	-4	-1
core dimer inh	-6	0	2	8	-4	.
procasp7 counter	4	0	8	-16	-56	-2

A draw from above in order of SMILES length, rising.
15	O=S(=O)(NCC1CCCO1)c1cc(Cl)ccc1Br (stereo not given)
13	O=C(N/N=C/c1cccs1)[C@H]1C[C@@H]1c1ccccc1
14	O=C(CSc1nc2c(sc3ccccc32)c(=O)n1CCCN1CCOCC1)NCC1CCCO1 (stereo not given)
18	Cc1ccc(S(=O)(=O)N2CCC(C(=O)OC(C)C(=O)NC3CCCCC3C)CC2)cc1C (stereo not given)
16	CC(C)(C)C(=O)[C@@H]1[C@@H]2C(=O)N(C3CCCCC3)C(=O)[C@@H]2[C@H]2c3ccccc3C=CN12
Compound	15	13	14	18	16
VLA-4 inh	13	10	9	-3	-6
PP1 counter	-4	-2	-2	-1	-1
GRK2 inh	0	1	2	5	1
PP5 inh	0.5	1.5	1.1	-0.2	5.4
procasp3 activ	1	-9	2	-1	-10
CTSL1 counter	-3	-4	-7	.	3
GASC-1 inh	2	19	3	-1	10
core dimer inh	2	-6	0	.	8
procasp7 counter	8	4	0	-2	-16

(further entries)
19	COc1cc(NC(=O)C2CCCO2)c(OC)cc1Cl (stereo not given)
20	Cc1occc1C(=O)NC1CCCCCCC1
21	CCOC(=O)N1CCN(c2cc(=O)n(-c3ccccc3C)c(=O)[nH]2)CC1
22	CC(C)c1ccc(C2(C)NC(=O)N(CC(=O)N3CCN(C(=O)c4cccs4)CC3)C2=O)cc1 (stereo not given)
23	CC(C)(C)OC(=O)N1CCC[C@H]1c1nnc(SCc2ccccc2Cl)o1
24	Cc1cc2ccccn2c1C(=O)c1nc(NCc2ccco2)ncc1Cl
Compound	19	20	21	22	23	24
VLA-4 inh	-12	20	7	9	-2	-2
PP1 counter	1	-1	-2	-4	6	1
GRK2 inh	0	0	0	7	0	0
PP5 inh	0.6	1.7	0.0	2.0	4.2	4.2
procasp3 activ	-2	1	-8	7	-1	-4
CTSL1 counter	8	-2	2	.	2	-1
GASC-1 inh	-1	8	-9	7	-5	1
core dimer inh	-6	-2	-4	.	5	12
procasp7 counter	-1	3	-2	18	4	-8

25	CO/N=C\CC(=O)Nc1ccc(Cl)c(Cl)c1
26	CCOC(=O)c1ccccc1NC(=O)COC(=O)c1c(CC)noc1C
27	Cc1ccc(NC(=O)COC(=O)C2C3CC4OC(=O)C2C4C3)cc1 (stereo not given)
28	C=CCNC(=O)C1CC(=O)N(c2ccc(Br)cc2)C1 (stereo not given)
29	Cn1cc(/C=N/NC(=O)c2cccc([N+](=O)[O-])c2)c2ccccc21
30	O=C(NCCN1CCOCC1)c1cccc(Br)c1
Compound	25	26	27	28	29	30
VLA-4 inh	-18	8	5	23	4	-2
PP1 counter	0	-4	1	-4	-2	3
GRK2 inh	3	3	0	0	0	2
PP5 inh	1.7	2.1	0.4	1.9	3.8	1.6
procasp3 activ	1	-3	-3	-4	-14	5
CTSL1 counter	-3	0	3	-2	2	-2
GASC-1 inh	-13	3	1	-14	-3	3
core dimer inh	-3	-3	9	-5	-11	-1
procasp7 counter	-10	4	4	-7	4	4

31	CC1CN(S(=O)(=O)c2ccccc2)CN1C(=O)N1CCOCC1 (stereo not given)
32	Cn1cnc2c1c(=O)n(Cc1ccccc1)c(=O)n2C
33	Cc1ccc2oc(C(=O)N(C)Cc3cnccn3)c(C)c2c1
34	N=C1/C(=C/c2ccc(OCc3ccccc3)cc2)C(=O)N=C2SC(CC(=O)N3CCOCC3)=NN12
35	COc1ccc(CCNC(=O)c2ccc3c(c2)N(Cc2ccccc2)CCS3)cc1OC
36	CC(C)(C)NC(=O)C(=O)NNC(=O)C12CC3CC(CC(C3)C1)C2
Compound	31	32	33	34	35	36
VLA-4 inh	9	7	-8	13	16	-11
PP1 counter	1	0	0	6	0	-2
GRK2 inh	0	2	0	7	0	0
PP5 inh	3.2	1.6	1.4	2.2	1.1	0.7
procasp3 activ	4	4	-4	1	2	8
CTSL1 counter	0	-2	0	5	2	3
GASC-1 inh	-2	5	-13	4	-4	-23
core dimer inh	-7	-7	-19	7	17	-12
procasp7 counter	2	1	-1	5	6	-3

37	O=C(O)c1ccccc1SCC(=O)N1CCc2ccccc21
38	Cc1ccc(C)c(Oc2cc(NN3CCCCC3)c([N+](=O)[O-])cc2[N+](=O)[O-])c1
39	CC(=O)c1ccc(N2CCN(C(=O)Cn3c(=S)[nH]c4ncccc4c3=O)CC2)cc1
40	CN(C)C(CNC(=O)c1cccc(NS(=O)(=O)c2ccc(Br)cc2)c1)c1ccco1 (stereo not given)
41	CCOC(=O)c1c(C)[nH]c(O)c1C=Nc1ccc(Cl)cc1
42	O=C(O)c1cccc2c1C(=O)c1ccccc1C2=O
Compound	37	38	39	40	41	42
VLA-4 inh	4	-1	7	3	2	3
PP1 counter	-2	-4	-8	-2	1	-4
GRK2 inh	20	4	0	0	0	2
PP5 inh	0.5	5.2	-0.1	0.9	-0.6	1.8
procasp3 activ	5	-1	3	6	-1	-3
CTSL1 counter	4	0	2	1	0	2
GASC-1 inh	-1	-5	13	-17	-8	2
core dimer inh	-1	-9	2	0	-17	0
procasp7 counter	11	3	6	0	-5	0

43	O=C(O)CC1(CC(=O)Nc2ccc3sccc3c2)CCCCC1
44	O=C(C1CCCO1)N1CCN(C(=S)Nc2ccc(Cl)c(Cl)c2)CC1 (stereo not given)
45	O=C(C1CC1)N1CCC(Oc2cccc(C(=O)N3CCCCC3CCO)c2)CC1 (stereo not given)
46	CC1(C)Cc2nc3oc4c(N5CCOCC5)ncnc4c3cc2CO1
47	COc1cc(NC(=O)c2sc3ncn(CC(=O)N4CCCC(C)C4)c(=O)c3c2C)cc(OC)c1OC (stereo not given)
48	O=C(NCCCO)c1cc([N+](=O)[O-])cc2c1C=Cc1ccccc1O2
Compound	43	44	45	46	47	48
VLA-4 inh	1	6	3	-7	0	6
PP1 counter	-1	2	-1	-1	17*	-2
GRK2 inh	0	2	6	0	0	1
PP5 inh	2.5	3.1	-0.5	-1.1	1.0	-0.7
procasp3 activ	-1	-2	-4	6	1	7
CTSL1 counter	-6	-2	2	5	4	-2
GASC-1 inh	1	11	-18	3	1	-4
core dimer inh	4	-9	-2	1	-12	13
procasp7 counter	-1	-3	1	-1	-2	4

49	O=C(N/N=C/c1ccco1)c1ccccc1OCc1ccccc1Cl
50	CCSC1=C(C#N)C2(CCCCC2)C2=C(CC(C)(C)CC2=O)N1
51	O=C(CCN1CCN(c2ccccc2)CC1)N/N=C/c1ccccc1O
52	COc1ccc(NC(=O)c2ccccc2N(Cc2ccccc2)S(C)(=O)=O)c(OC)c1
53	COc1ccc(OC)c(NC(=O)c2ccc3nc(-c4ccccc4)c(-c4ccccc4)nc3c2)c1
54	Cc1cc(C)n(CC(=O)NC2CCCc3c2cnn3-c2ccccc2F)n1 (stereo not given)
55	O=C(Cn1cnc([N+](=O)[O-])n1)NC1CC1
56	CCN(CC(=O)Nc1ccc(NC(C)=O)cc1)c1ccc(C(F)(F)F)cn1
Compound	49	50	51	52	53	54	55	56
VLA-4 inh	0	9	21	-2	6	8	-5	22
PP1 counter	-1	3	-1	-1	-1	0	-2	0
GRK2 inh	5	2	0	1	2	1	0	0
PP5 inh	3.5	2.2	-1.2	0.7	-1.8	3.9	1.5	1.9
procasp3 activ	1	-9	-4	13	0	6	-4	0
CTSL1 counter	4	-4	-4	-3	1	1	1	-1
GASC-1 inh	5	-13	18	-1	0	0	-7	1
core dimer inh	13	4	-3	9	18	-2	2	-10
procasp7 counter	-4	-45	6	9	-2	-5	6	-3
